Bioassay records from PubChem.
B2AR arrestin = qHTS assay of beta-arrestin-biased ligands of beta2-adrenergic receptor; hit rate 0.02% among 330,000; Beta-2 adrenergic receptor (Homo sapiens), P07550; Potency, µM (titrated, usually from 46.1 µM), for the others: at the highest dose activation, actives largely listed as activators; beta-arrestin recruitment to beta2AR, cell-based reporter;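 further: potency means the concentration at half of the fitted maximal effect; 0% = DMSO controls and full agonism = EC100 isoproterenol or metaproterenol; nearly all actives have a fitted effect of over 65% in size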
Target sequence (P07550 whole entry, looked up): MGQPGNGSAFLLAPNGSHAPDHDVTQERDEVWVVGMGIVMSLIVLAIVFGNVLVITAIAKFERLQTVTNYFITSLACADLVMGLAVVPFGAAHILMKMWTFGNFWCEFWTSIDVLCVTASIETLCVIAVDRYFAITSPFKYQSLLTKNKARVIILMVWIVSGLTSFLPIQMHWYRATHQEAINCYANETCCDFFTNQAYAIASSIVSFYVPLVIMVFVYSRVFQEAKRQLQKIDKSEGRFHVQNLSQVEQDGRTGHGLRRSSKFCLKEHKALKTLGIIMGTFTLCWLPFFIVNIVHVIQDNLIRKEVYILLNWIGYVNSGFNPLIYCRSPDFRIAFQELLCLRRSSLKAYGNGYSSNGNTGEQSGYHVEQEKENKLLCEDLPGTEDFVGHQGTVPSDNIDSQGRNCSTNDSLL
TSHR antag = Antagonists of the Thyroid Stimulating Hormone Receptor: HTS campaign; TSHR-expressing cells, TSH-stimulated cAMP HTRF, 2 h; stronger effect = lower value; hit rate 0.2% among 330,000; Thyrotropin receptor (Homo sapiens), P16473; activity change, negative = inhibition, % at 11.5 µM;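 active means activity change below a set negative limit, meaning inhibition stronger than a set level, cut at about -70% in these data; inconclusive means activity change between two set negative limits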; further: on the % scale 0 is the no-effect control and ±100 the full control effect
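Read-out is FRET at 665 nm (cryptate excitation 337 nm) from a cryptate-tagged anti-cAMP antibody, competed by cell cAMP against cAMP-d2. Compounds are tested on freshly harvested TSHR cells challenged with 4nM TSH (EC80) for 2 hours at 37 deg C.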
USP2a block = qHTS Assay for Inhibitors of Ubiquitin-specific Protease USP2a Using CHOP2 as the Reporter | Ubiquitin carboxyl-terminal hydrolase 2 (Homo sapiens), O75604 | Potency, µM (titrated, usually from 38.3 µM), without a hit: at the highest dose activity change, negative = inhibition, usual class: inhibitors | USP2 core, Ub-CHOP2 coupled fluorogenic reporter, 485/531 | AID 463254, 2010 | hit rate 0.01% among 330,000;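 further: potency means the concentration at half of the fitted maximal effect; plate controls were DMSO wells for no effect and full inhibition by NEM control for full effect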
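USP2 core (10nM final) preincubated 30min RT with compound in 20mM Tris-HCl pH 8.0, 2mM CaCl2, 2mM beta-mercaptoethanol, 0.05% CHAPS; 25nM Ub-CHOP2 plus 25nM reporter substrate added, fluorescence (Ex485/Em531) read after 60min.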
Chronic BCR inh = qHTS Assay to Find Inhibitors of Chronic Active B-Cell Receptor Signaling; Potency, µM (doses to about 46.1 µM), without a hit: at the top dose ratio change, negative = lower green/red ratio, most hits filed as inhibitors; hit rate 0.05% among 340,000; AID 493014, 2011; ABC-DLBCL IkBa-CBG/CBR reporter, luminescence ratio, 4 h; active means well fitted inhibition curve with a large enough effect in the signal ratio, with a control signal flat, not every such curve was filed as active; inconclusive means small, poorly fitted or top-dose-only effect, or effect the other way, or a change in a side signal; the % refers to the signal ratio;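 further: potency means the concentration at half of the fitted maximal effect; plate controls were basal doxycycline-induced cells for no effect and cells given 10 µM MG132 for full effect; MG132 reads +100%, hits lower the ratio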
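Compounds up to 46 uM were incubated four hours with TMD8 cells whose green CBG68 luciferase is fused to IkappaBalpha; red CBR luminescence normalised the signal, and concentration-effect curves were fitted to fusion, red and ratio data.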
uPA generation = qHTS for Inhibitors of Cell Surface uPA Generation. cell surface uPA generation assay, qHTS. Potency, µM (doses to about 38.3 µM), for inactives: top-dose activity change, negative = inhibition, usual class: inhibitors. hit rate 0.31% among 330,000; active means well fitted inhibition curve with a large enough effect; inconclusive means small, poorly fitted or top-dose-only effect; inactive means no such curve, though single readings can be large or run the other way; tested in mouse RAW 264.7 cells; further: potency means the concentration at half of the fitted maximal effect; on the % scale 0 is the no-effect control and ±100 the full control effect; nearly all actives have a fitted effect of over 55% in size
Mito fusion act = qHTS Assay for Small Molecule Inhibitors of Mitochondrial Division or Activators of Mitochondrial Fusion | hit rate 0.23% among 320,000 | S. cerevisiae fusion-defective mutant growth rescue, CellTiterGlo 48 h | Potency, µM (series often up to 46.1 µM), for inactives: at the highest dose growth rescue (activation), most hits filed as activators | AID 485298, 2010;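 further: potency means the concentration at half of the fitted maximal effect; % of control where 0% means no effect; nearly all actives have a fitted effect of over 45% in size; temperature-sensitive fusion mutants such as fzo1-1 at 37 °C on non-fermentable ethanol glycerol medium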
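S. cerevisiae fusion-defective temperature-sensitive mutants (e.g. fzo1-1, mgm1-5) grown 48 h at 37C in YPEG (ethanol/glycerol non-fermentable) medium with 23 nl compound per well; growth rescue read as CellTiterGlo luminescence.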
ELG1 DNA repair = qHTS screen for small molecules that inhibit ELG1-dependent DNA repair in human embryonic kidney (HEK293T) cells expressing luciferase-tagged ELG1; HEK293T ELG1-luciferase reporter, luminescence, 16 h; DNA damage induced by 5-fluorouridine; Potency, µM (highest dose often 46.1 µM), without a hit: at the highest dose activity change, negative = inhibition, actives largely listed as inhibitors; hit rate 2.3% among 330,000; AID 504467, 2011; further: potency means the concentration at half of the fitted maximal effect; on the % scale 0 is the no-effect control and ±100 the full control effect; nearly all actives have a fitted effect of over 55% in size
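Quantitative HTS, concentration-response format. 2,000 cells/well co-treated with 5-fluorouridine and compound, 16 hr in 5% CO2 at 37 °C; ONE-Glo luminescence read after 30 min.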
Tb PFK inh = qHTS Assay to Find Inhibitors of T. brucei phosphofructokinase. AID 485367, 2010. T. brucei PFK, ADP-Glo luminescence. Potency, µM (series often up to 57.5 µM), for the others: top-dose activity, negative = inhibition, usual class: inhibitors. hit rate 0.17% among 330,000. ATP-dependent 6-phosphofructokinase (Trypanosoma brucei brucei), O15648;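 further: potency means the concentration at half of the fitted maximal effect; 0% = uninhibited 1x PFK enzyme wells and -100% = no-enzyme wells; nearly all actives have a fitted effect of over 60% in size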
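Luminescent ADP detection (ADP-Glo, two-step: ATP depletion then ADP-to-ATP conversion for luciferase) reported PFK activity after 45 min room-temperature reaction of 1.25 nM enzyme with 0.5 mM F6P and 0.1 mM ATP at pH 8.0.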
Eya2 inh = qHTS Assay for Inhibitors of the Phosphatase Activity of Eya2; recombinant Eya2, OMFP fluorescence dephosphorylation (OMFP is methylfluorescein phosphate); Potency, µM (highest dose often 76.9 µM), inactives show at the top dose activity, negative = inhibition, hits mostly inhibitors; hit rate 0.006% among 330,000; further: potency means the concentration at half of the fitted maximal effect; on the % scale 0 is the no-effect control and ±100 the full control effect
Target sequence (O00167 whole entry, looked up): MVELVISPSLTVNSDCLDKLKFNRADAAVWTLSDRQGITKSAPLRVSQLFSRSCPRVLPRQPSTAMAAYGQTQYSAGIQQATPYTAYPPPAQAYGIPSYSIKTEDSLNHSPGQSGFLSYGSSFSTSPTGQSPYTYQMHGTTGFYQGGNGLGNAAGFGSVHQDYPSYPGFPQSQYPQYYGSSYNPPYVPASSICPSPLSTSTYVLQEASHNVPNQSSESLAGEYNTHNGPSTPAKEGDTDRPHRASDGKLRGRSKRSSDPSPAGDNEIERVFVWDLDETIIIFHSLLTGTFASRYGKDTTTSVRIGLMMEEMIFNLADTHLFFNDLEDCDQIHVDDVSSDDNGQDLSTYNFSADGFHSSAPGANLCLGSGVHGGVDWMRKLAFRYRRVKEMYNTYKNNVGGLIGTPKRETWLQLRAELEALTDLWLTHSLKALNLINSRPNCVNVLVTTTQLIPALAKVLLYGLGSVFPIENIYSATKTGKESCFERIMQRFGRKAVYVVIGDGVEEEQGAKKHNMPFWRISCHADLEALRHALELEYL
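Eya2 (0.2 uM) preincubated 10 min at ambient with compound, then OMFP substrate added at 50 uM; 10 min reaction in 50 mM HEPES pH 7.5, 50 mM NaCl, 5 uM MgCl2, 0.05% BSA, 1 mM DTT. Fluorescence read at Ex 485/Em 525 nm.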
TCR act = Activators of T cell receptors: qHTS campaign; primary human leukocytes, anti-CD3, IL-2 HTRF, 48 h; Potency, µM (highest dose often 9.22 µM), for the others: top-dose activation of IL-2 secretion, actives largely listed as activators; 330,000 tested, under 10 active; further: % of control where 0% means no effect
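48 hr co-incubation of compounds, a-CD3 beads and primary human leukocytes; IL-2 quantified homogeneously by HTRF with anti-IL-2 K and d2 conjugates.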
TSG101-PTAP inh = qHTS Assay for Iinhibitors of HIV-1 Budding by Blocking the Interaction of PTAP/TSG101 | Fluorescence polarization, FITC-PTAP peptide / Tsg101 binding | Potency, µM (top dose mostly 115 µM), for the others: at the highest dose activity change, negative = inhibition, usual class: inhibitors | 340,000 tested, under 10 active; active means well fitted inhibition curve with a large enough effect in the main read-out, with a control signal flat, not every such curve was filed as active; inconclusive means small, poorly fitted or top-dose-only effect, or effect the other way, or a change in a side signal; inactive means no such curve, though single readings can be large or run the other way; further: potency means the concentration at half of the fitted maximal effect; % of control where 0% means no effect
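Tsg101 binding domain (10 uM final) was mixed with compound and a FITC-labeled PTAP peptide (50 nM final) in HEPES pH 7.5 buffer with NaCl, Tween 20, EDTA and TCEP; fluorescence polarization was read after 20 min at r.t.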
* hit, by the source's call; ? = inconclusive; . = no result given; [ ] = dose if it differs, or a comment. Unless noted, the call rests on the fitted dose curve; in most records, active means well fitted curve in the direction sought with a large enough effect; inconclusive means small, poorly fitted or top-dose-only effect, or another doubt; inactive means no such curve, though single readings can be large; an effect the other way counts as inactive or inconclusive. Some of the compounds tested; rates above refer to the full screens.

Each structure is followed by: B2AR arrestin	TSHR antag	USP2a block	Chronic BCR inh	uPA generation	Mito fusion act	ELG1 DNA repair	Tb PFK inh	Eya2 inh	TCR act	TSG101-PTAP inh
COc1cc(Cl)ccc1NC(=S)N(CCCN1CCOCC1)Cc1cn(C)c2ccccc12
  -0.3%	-7	-2%	-13%	?	0%	?	-22%	-15%	2%[46.1 µM]	0%
O=P1(Oc2ccccc2)OCCCS1 (stereo unspecified)
  -0.2%	0	4%	21%	-4%	-6%	?	6%	-21%	10%	3%
C=CCn1c(O)c(/C(C)=N/N2CCN(C)CC2)c(=O)[nH]c1=O
  -0.2%	4	-17%	0%	0%	9%	2%	0%	7%	-9%	-2%
CC(C)c1cccc(C(C)C)c1OCCn1ccnc1
  -0.3%	-3	-1%	0%	1%	0%	-4%	2%	-6%	3%	1%
Cc1c(C=O)c2ccccc2n1Cc1ccc([N+](=O)[O-])cc1
  -0.4%	-6	4%	-6%	6%	12%	-2%	-25%	2%	0%[46.1 µM]	-5%
COc1ccc(Cn2c(O)c(C=NCCCn3ccnc3)c(=O)[nH]c2=O)cc1
  0.1%	4	1%	-1%	7%	3%	-2%	-2%	16%	-9%	-2%
CCC(=Nc1ccccc1N)c1c(O)[nH]c(=O)[nH]c1=O
  0.4%	15	5%	1%	-10%	-15%	?	2%	15%	6%	0%
COc1ccc(-n2c(=O)[nH]c3ccccc3c2=O)cc1
  0.2%	-8	-4%	-6%	3%	0%	28%	-1%	-32%	3%	0%
CCOc1ccc(-n2c(O)c(C=NCCN(CC)CC)c(=O)[nH]c2=O)cc1
  0.3%	2	-2%	?	-10%	-1%	1%	-4%	-13%	2%	-2%
c1ccc(-c2ccncc2)cc1
  -0.6%	-7	4%	0%	2%	.	10%	2%	3%	1%	-4%
O=C(O)CC1OCC=C2CN3CCC45c6ccccc6NC4C1C2CC35 (stereo unspecified)
  -0.6%	7	-7%	10%	5%	-2%	-6%	2%	2%	0%	0%
Cc1cccc(CS(=O)(=O)Cc2ccc(C(=O)N3CCC4(CC3)OCCO4)o2)c1
  -1.0%	15	3%	8%	1%	-1%	-1%	-1%	-10%	9%	-1%
O=C(CSC1c2ccccc2-c2ccccc21)N/N=C/c1ccc(C(=O)O)cc1
  -0.9%	-2	11%	?	3%	14%	13%	2%	11%	-2%	-1%
O=C(Nc1ccc(OC(F)(F)F)cc1)Oc1ccccc1N1CCCCC1
  -0.7%	0	4%	?	12%	-3%	1%	2%	-2%	-1%	0%
C=C(COC(C)=O)CC1CC(O)[C@]2(C)OC3CC4OC5C[C@]6(C)O[C@]7(C)CCC8OC9C[C@]%10(C)OC%11C(C)=CC(=O)OC%11CC%10OC9C[C@@H](C)C8OC7CC6O[C@]5(C)C/C=C\C4OC3CC2O1 (stereo partly specified)
  -0.7%	-11	0%	7%	15%	11%	0%	4%	-8%	-5%	-2%
COc1cccc(NC(=O)N2CCC3(CC2)OCCO3)c1
  -1.6%	12	1%	-1%	8%	0%	?	0%	-1%	-1%[46.1 µM]	2%
O=C(COc1ccc(Cl)cc1)N1CCN(C/C=C/c2ccccc2)CC1
  -0.3%	-9	2%	5%	-4%	6%	-13%	1%	-2%	-1%	1%
Cc1cc(N2CCCCC2)ccc1C=C1C(=O)N(C)C(=S)N(C)C1=O
  0.1%	17	-1%	?	-3%	1%	8%	0%	2%	4%[46.1 µM]	-1%
Oc1ccccc1Cl
  -0.5%	2	3%	2%	-2%	.	-1%	2%	2%	4%	-2%
CCOc1ccc(N2C(=O)c3ccccc3C2=O)cc1
  -0.4%	3	4%	1%	0%	1%	?	0%	7%	-4%	-5%

More records follow.
Each structure is followed by: B2AR arrestin	TSHR antag	USP2a block	Chronic BCR inh	uPA generation	Mito fusion act	ELG1 DNA repair	Tb PFK inh	Eya2 inh	TCR act	TSG101-PTAP inh
CCCCn1c(O)c(C(C)=NCc2ccco2)c(=O)[nH]c1=O
  -0.6%	23	6%	12%	3%	0%	4%	-3%	4%	-3%	-3%
N=C1c2ccccc2CN1c1ccc(F)c([N+](=O)[O-])c1
  -0.2%	-8	0%	0%	-7%	-4%	-11%	-12%	11%	13%	-7%
O=C(c1ccc(Cl)cc1)C12CN3CN(CN(C3)C1)C2
  -0.3%	4	0%	?	-1%	-1%	9%	6%	13%	3%	0%
CC(C)CCn1c(N2CCN(c3cccc(Cl)c3)CC2)nc2c1c(=O)[nH]c(=O)n2C
  0.2%	3	2%	-1%	2%	-1%	15µM*	-1%	-23%	-3%[46.1 µM]	2%
CN1CCN(CC(=O)Nc2ccc(Cl)cc2C(=O)c2ccccc2)CC1
  -0.7%	5	1%	-3%	6%	-4%	1%	14%	12%	-2%	-5%
COc1ccc(CC(=O)N2CCN(C)CC2)cc1
  -0.1%	11	0%	-1%	12%	-1%	17%	-1%	0%	.	.
COC(=O)C1=C(c2ccc(Cl)c(C(F)(F)F)c2)C[C@@H]2CC[C@H]1N2C(=O)N1CCC(C)CC1
  -0.8%	44	2%	-10%	-4%	11%	?	9%	1%	-2%	-4%
O=c1cccc2n1CC1CC2CN(Cc2ccc3c(c2)OCO3)C1 (stereo unspecified)
  -0.4%	-18	-3%	-6%	-3%	-1%	-19%	0%	-3%	-1%	-9%
CC(=O)N1CCC2(CC1)CC(=O)c1cc(OCC(=O)N3CCN(C)CC3)ccc1O2
  -0.6%	4	2%	-11%	3%	-1%	9%	-4%	3%	.	-2%
C[C@H]1CC[C@@]2(C)[C@@H](CC[C@@H]3[C@@H]2CC[C@]2(C)[C@@H](O)CC[C@@H]32)C1
  -0.2%	-16	-15%	-8%	-5%	13µM*	1%	-2%	3%	-54%	?
Cc1ncc([N+](=O)[O-])n1CCOC(N)=O
  -0.7%	8	7%	?	-5%	4%	1%	4%	3%	-1%	1%
COC(=O)C1=C(c2ccc(OC)c(OC)c2)C[C@@H]2CC[C@H]1N2C(=O)NC(C)C
  -0.2%	-6	1%	5%	-1%	-8%	18%	-10%	11%	4%	-1%
O=c1[nH]c(=O)n(Cc2ccccc2Cl)c(O)c1C=Nc1ccc(F)cc1
  -0.1%	4	1%	?	6%	4%	1%	1%	15%	0%	0%
COc1ccc(C=O)cc1
  0.0%	-18	1%	-1%	-25%	4%	-2%	-13%	5%	-8%	0%
O=P1(NC2CCCC2)COc2ccccc2OC1
  -0.4%	8	-1%	-8%	2%	2%	4%	6%	-21%	0%	-3%
COC(=O)C1=C(c2cccc(OCc3ccccc3)c2)C[C@@H]2CC[C@H]1N2C(=O)NCc1cccc(F)c1
  -0.8%	-10	-3%	0%	?	25%	?	4%	2%	-2%	1%
N#CCCN(C(=O)COC(=O)c1ccc2c(c1)NC(=O)CS2)c1ccc2c(c1)OCCO2
  0.1%	-5	1%	-28%	0%	1%	?	-2%	2%	0%	-1%
O=C1CC(=O)N(c2ccccc2F)C(=O)N1
  -0.4%	8	1%	2%	-5%	4%	12%	-2%	5%	2%	-7%
CCOC(=O)C(NC(=O)C(Cc1ccc(N(CCCl)CCCl)cc1)NC(C)=O)C(C)C (stereo unspecified)
  -0.1%	-14	0%	1%	0%	4µM*	16%	0%	6%	-9%	0%
O=c1cc(CSc2ccc(Cl)cc2)nc(-c2ccccn2)[nH]1
  0.6%	-9	-1%	?	?	-29%	?	1%	-11%	1%	0%
